# Source: PubChem (National Center for Advancing Translational Sciences (NCATS))
# D1 agonist: activates the human D1 dopamine receptor; AID 504660; HEK293 T-REx D1 cells, calcium flux, agonist mode; activation, % at 2 µM; 1% of 360,000 active; P21728; in the data active = activation above about 30%; also: 0% is about no effect
#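 Inducible HEK293 T-REx D1 cells, force-coupled to calcium signalling, were plated at 4000 cells/well with tetracycline and held overnight at 30 C. After no-wash calcium dye loading, compound-evoked calcium rise over 180 s flagged agonists.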
# Vif-APOBEC3G blk: blocks the Vif interaction with human APOBEC3G; Q9HC16; HeLa A3G-eYFP + Vif (tagged APOBEC3G with the HIV-1 protein that degrades it), YFP fluorescence, overnight; Potency, µM (titrated, usually from 46.1 µM), inactives show at the top dose activity, negative = active, actives largely listed as inhibitors; 0.076% of 410,000 active;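 also: potency is read from the fitted curve at half-maximal effect; % is scaled to controls: 0 for no effect and ±100 for the full control effect; nearly all actives have a fitted effect of over 60% in size; hits raise eYFP signal because A3G escapes Vif-driven loss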
# Target sequence (Q9HC16 whole entry, looked up): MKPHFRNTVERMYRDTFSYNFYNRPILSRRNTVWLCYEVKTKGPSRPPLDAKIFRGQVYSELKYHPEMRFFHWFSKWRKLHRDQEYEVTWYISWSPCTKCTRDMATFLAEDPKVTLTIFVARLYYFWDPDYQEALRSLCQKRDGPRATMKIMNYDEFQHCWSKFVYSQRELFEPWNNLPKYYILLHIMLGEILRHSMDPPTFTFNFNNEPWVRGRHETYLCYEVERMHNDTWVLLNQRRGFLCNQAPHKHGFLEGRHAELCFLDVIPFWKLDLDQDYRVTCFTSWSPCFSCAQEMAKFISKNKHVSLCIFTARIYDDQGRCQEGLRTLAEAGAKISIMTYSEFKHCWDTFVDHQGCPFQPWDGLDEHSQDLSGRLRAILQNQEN
#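 HeLa cells stably expressing Vif and C-terminally eYFP-tagged A3G, seeded overnight at 37 deg C, then exposed to compound by pintool overnight at 37 deg C. Rise in yellow fluorescence (Ex 488/Em 500-530, Acumen) marks blocked Vif-driven A3G degradation.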
# RXFP1 antag: blocks the human relaxin receptor RXFP1 | AID 1259400 | activity change, negative = inhibition, % at 57.5 µM | HEK293-RXFP1, relaxin-stimulated cAMP HTRF, 30 min; hits give low values | 0.59% of 350,000 active | Q9HBX9;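 active = activity change of -60% or lower, but not beyond a set lower limit; inconclusive = change between -60% and -40%, or beyond the set limit; inactive = change above -40%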; also: % is scaled to controls: 0 for no effect and ±100 for the full control effect
# Target sequence (Q9HBX9 whole entry, looked up): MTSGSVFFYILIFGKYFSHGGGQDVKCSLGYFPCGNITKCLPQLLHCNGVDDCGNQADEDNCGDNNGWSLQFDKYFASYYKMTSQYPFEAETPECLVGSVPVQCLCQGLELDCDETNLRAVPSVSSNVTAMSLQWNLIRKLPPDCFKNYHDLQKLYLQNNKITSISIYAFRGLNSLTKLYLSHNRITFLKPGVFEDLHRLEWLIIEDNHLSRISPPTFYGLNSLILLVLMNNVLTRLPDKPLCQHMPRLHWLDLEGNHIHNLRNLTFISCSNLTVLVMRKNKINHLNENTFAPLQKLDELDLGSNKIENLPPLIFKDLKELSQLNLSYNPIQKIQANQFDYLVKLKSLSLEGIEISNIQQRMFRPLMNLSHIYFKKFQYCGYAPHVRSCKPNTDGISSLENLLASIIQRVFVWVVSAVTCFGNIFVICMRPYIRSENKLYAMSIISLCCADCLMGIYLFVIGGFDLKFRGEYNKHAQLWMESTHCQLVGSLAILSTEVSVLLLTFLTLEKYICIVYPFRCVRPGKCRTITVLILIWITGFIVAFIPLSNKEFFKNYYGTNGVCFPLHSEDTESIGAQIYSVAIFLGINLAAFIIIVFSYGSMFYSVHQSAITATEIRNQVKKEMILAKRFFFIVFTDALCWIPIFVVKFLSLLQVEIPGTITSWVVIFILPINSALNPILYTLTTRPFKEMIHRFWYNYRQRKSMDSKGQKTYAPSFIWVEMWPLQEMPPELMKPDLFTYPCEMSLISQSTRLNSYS
# D2 PAM: positively modulates the human D2 dopamine receptor allosterically; potentiation, % at 10 µM; HEK293 T-REx D2, calcium flux, EC20 dopamine potentiation; 0.34% of 340,000 active;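 active = potentiation over 3 SD above the plate norm, cut at about 30% in these data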; also: 0% is about no effect
#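 Tetracycline-induced Hek293 Trex D2 cells, force-coupled to calcium, loaded with no-wash calcium dye. Compound added with 180 s kinetic read for agonism, then EC20 dopamine and a further 180 s read for potentiation.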
# RXFP1 agonist: activates the human relaxin receptor RXFP1 | HEK293T-RXFP1 cAMP TR-FRET, 30 min; response scale: percent of porcine relaxin response, buffer zero | Potency, µM (titrated, usually from 57.5 µM), inactives show at the highest dose activation, most hits filed as activators | 0.3% of 370,000 active; also: potency is read from the fitted curve at half-maximal effect; % is scaled to controls: 0 for no effect and ±100 for the full control effect; nearly all actives have a fitted effect of over 60% in size; many of its hits are not listed in these tables
#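 cAMP rise read by TR-FRET after 30 min, 37C compound exposure (up to 58 uM) in RXFP1-transfected HEK293 cells with Ro 20174 present. EC50 from Hill-equation fits, with 29 nM porcine relaxin as 100% and buffer as basal.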
# D1 antagonist: human D1 dopamine receptor antagonism. P21728. HEK293 TREx D1 cells, calcium flux, dopamine EC80; hits give low values. activity change, negative = inhibition, % at 10 µM. 3.2% of 360,000 active. AID 504652; in the data active = activity change below about -30%; also: % is scaled to controls: 0 for no effect and ±100 for the full control effect
#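 Calcium flux readout: force-coupled, inducible Hek293 Trex D1 line, cells induced overnight at 30 C with tetracycline, dye-loaded 30–90 min at RT. Antagonism scored against EC80 dopamine challenge given 180 s after compound.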
# Glioma ERSR ind: inducers of ER stress response in human glioma cells; U87-MG GRP78 promoter luciferase reporter, 16 h; Potency, µM, for inactives: at the highest dose activation, most hits filed as activators; 0.02% of 420,000 active; AID 602332; also: potency is read from the fitted curve at half-maximal effect; series mostly up to about 76 µM; % of control where 0% means no effect; nearly all actives have a fitted effect of over 35% in size
#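 Stably transfected U87-MG human glioma cells carrying a GRP78-based luminescent sensor were seeded at 1000 cells/well, pin-dosed with compounds and incubated 16 h. Luciferase reagent was then added, and end-point luminescence was read after 10 min at room temperature.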
# Vif-A3F inh: blocks the Vif interaction with APOBEC3F. HeLa A3F-eYFP + Vif (tagged APOBEC3F with the HIV-1 protein that degrades it), YFP fluorescence increase. Potency, µM (highest dose often 46.1 µM), for inactives: at the top dose activity, negative = active. 0.2% of 390,000 active. AID 602313; also: potency is read from the fitted curve at half-maximal effect; % of control where 0% means no effect; nearly all actives have a fitted effect of over 65% in size
#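 HeLa cells stably expressing Vif plus C-terminally eYFP-tagged A3F were seeded, incubated overnight at 37 deg C, dosed with compound, incubated overnight again at 37 deg C. Yellow fluorescence (Ex 488/Em 500-530) reported blocked Vif-mediated A3F-eYFP degradation.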
# D1 potentiator: human D1 dopamine receptor positive modulation. P21728. HEK293 TREx D1 cells, calcium flux, dopamine EC20 potentiation. potentiation, % at 10 µM. 0.036% of 360,000 active; in the data active = potentiation above about 30%; also: 0% is about no effect
# * hit, by the source's call; ? = inconclusive; nt = no result given; & = joins results of further samples. Unless noted, calls follow the shape of the dose curve; as a rule, active = well fitted curve in the direction sought with a large enough effect; inconclusive = small, poorly fitted or top-dose-only effect, or another doubt; inactive = no such curve, though single readings can be large; an effect the other way counts as inactive or inconclusive.
SMILES,D1 agonist,Vif-APOBEC3G blk,RXFP1 antag,D2 PAM,RXFP1 agonist,D1 antagonist,Glioma ERSR ind,Vif-A3F inh,D1 potentiator
CCCNC(=O)c1cn(CC)c2cc(N3CCN(C)CC3)c(F)cc2c1=O,-1,-5%,9,-3,0.9%,-7,-5%,3%,-1
Cc1ccc(Cn2c(=O)c3c(nc4n3CCN4c3cc(C)cc(C)c3)n(C)c2=O)cc1,-1,3%,4,-5,5.4%,7,1%,7%,-4
Cc1ccc(S(=O)(=O)N2CCN(C(=O)CN3C(=O)c4ccc([N+](=O)[O-])cc4C3=O)CC2)c(C)c1,4,0%,-6,nt,-0.2%,-7,-3%,?,-2
COC(=O)c1ccc(CNC(=O)c2c3c(nc4ccccc24)CCN(Cc2ccccc2)C3)cc1,0,-2%,-7,15,-0.3%,0,0%,6%,1
CC(C)CC(c1nnnn1CC1CCCO1)N1CCN(Cc2ccc3c(c2)OCO3)CC1 (centres undefined),-1,0%,3,nt,-0.7%,2,-6%,-6%,-2
O=C(CCCOc1ccccc1)NNC(=O)c1ccncc1,nt,0%,-10,nt,nt,nt,-2%,-3%,nt
O=[N+]([O-])c1ccc(Cl)c(S(=O)(=O)Nc2cccc(S(=O)(=O)NC3=NCCC3)c2)c1,nt,0%,-12,nt,nt,nt,-2%,2%,nt
Cc1nn(-c2ccccc2)c(Cl)c1/C=N/NS(=O)(=O)c1ccc(Br)cc1,2,-7%,-11,-2,-1.0%,14,-4%,-22%,-4
CN(C)c1ccc2c(=O)[nH][nH]c(=O)c2c1,0,2%,0,0,-3.4%,13,6%,-9%,-2
O=C(NCC1CCCO1)C1CCN(S(=O)(=O)c2ccc(Br)cc2)CC1 (centres undefined),4,1%,-4,-2,2.2%,-11,-2%,1%,-8
O=C(/C=C\Nc1ccc(S(=O)(=O)Nc2ncccn2)cc1)c1ccccc1,1,-6%,-19,10,?,-1,3%,1%,-3
O=C(Cn1cnc(S(=O)(=O)N2CCCC2)c1)Nc1ccccc1,7&2,1%&3%,14,15,-2.4%&-0.9%,-15&-10,0%&-2%,-5%&1%,8&-6
Cc1cccc2c(SCC(=O)NCC3CCCO3)nc(-c3ccc(F)cc3)nc12 (centres undefined),3,-2%,5,-11,2.9%,-1,2%,-10%,0
O=C(c1ccccc1Cl)N1CCNCC1,1,1%,-2,-2,?,5,0%,-4%,3
COc1cc(/C=C/CN2CCC(CO)(CC3CCCCO3)CC2)ccc1O (centres undefined),2,2%,-11,-7,-2.1%,-2,-5%,-2%,-4
COc1cccc(NC(=O)Cn2c(=O)n(CCc3cccc(C)c3)c(=O)c3ccccc32)c1,7,-3%,nt,2,29%,-8,-3%,-12%,-2
CC(NC(=O)C(C)N1C(=O)c2cccc([N+](=O)[O-])c2C1=O)c1ccccc1 (centres undefined),4,0%,-10,8,0.1%,-15,-2%,-4%,5
CCC1CCCCN1CCCNC(=O)Cn1cnc2sc(C)c(S(=O)(=O)N3CC(C)CC(C)C3)c2c1=O (centres undefined),1,0%,-12,-4,-2.1%,-17,-7%,-19%,-4
CCN(CC)CCN(C(=O)c1ccc2c(c1)CCCC2)c1nc2c(C)cccc2s1,4,2%,-11,-14,0.8%,22,-4%,3%,-1
CCc1ccc(/C=N/NC(=O)Cc2ccc(OC)c(OC)c2)s1,1,-8%,7,0,-2.1%,3,10%,1%,-3
CCn1c(=N)c(C(=O)NC2CCCC2)cc2c(=O)n3ccccc3nc21,-2,3%,nt,1,14%,5,-3%,1%,0
CCc1ccccc1NC(=O)C1CCCC1,nt,0%,5,nt,nt,nt,-1%,-12%,nt
N/C(=N\N=C\c1cccs1)SC1CC(=O)N(c2ccc(Br)cc2)C1=O (centres undefined),3,-5%,?,nt,0.9%,11,11%,-1%,-6
CCN(Cc1cc(OC)c(OC)c(OC)c1)C(=S)Nc1cccc(SC)c1,7,-1%,-7,2,-0.8%,-29,-2%,6%,-10
NC(=O)c1nn(-c2cccc(Cl)c2)c(=O)cc1O,2,0%,29,25,-0.9%,-1,-3%,-2%,7

# Carrying on.
SMILES,D1 agonist,Vif-APOBEC3G blk,RXFP1 antag,D2 PAM,RXFP1 agonist,D1 antagonist,Glioma ERSR ind,Vif-A3F inh,D1 potentiator
O=C(NCCS(=O)(=O)N1CCN(c2ccccc2F)CC1)c1ccc(Cl)cc1,0,0%,-6,0,1.3%,1,-3%,-2%,-9
Cc1ccc(/C=N/NC(=O)CCSc2ccccc2)cc1,-1,-12%,3,-5,1.3%,-25,2%,-25%,-2
NC(=O)C1CCN(C(=O)COc2cccc3ccccc23)CC1,0,2%,-22,1,-0.6%,5,-3%,-1%,0
CC(=O)CC(c1ccccc1)S(=O)(=O)c1ccc([N+](=O)[O-])cc1 (centres undefined),1,-4%,5,-6,7.4%,14,-2%,4%,-2
O=C(NCC1COCCO1)c1cc(COc2c(F)cccc2F)on1 (centres undefined),2,-2%,3,-5,-0.5%,-12,0%,-11%,-5
Cc1ccc(C(=O)N=c2sccn2C)o1,0,-4%,0,nt,0.0%,-11,-3%,-3%,15
O=C1/C(=C/c2ccc(O)cc2)COc2ccccc21,-3,-9%,-3,3,-1.2%,-22,13%,?,-6
Cc1cc(N)n2nc(C)c(-c3ccc(Cl)cc3)c2n1,1,-8%,0,-1,-0.6%,-5,-3%,3%,-2
O=c1oc2cc([N+](=O)[O-])ccc2nc1/C=C(O)/C=C/c1ccccc1,5,nt,nt,4,-3.6%,-9,nt,nt,14
Cc1cccc(NC(=O)NC2CC(=O)N(c3ccc4c(c3)OCCO4)C2)n1 (centres undefined),0,-1%,19,4,1.2%,5,-4%,-4%,-8
COc1cccc(NC(=O)COC(=O)CC(NC(N)=O)c2ccc(Cl)cc2)c1 (centres undefined),2,-1%,-3,5,2.3%,4,-3%,-15%,-5
CCCn1cc(S(=O)(=O)c2cccc(Cl)c2)c(=O)c2cc(F)c(N3CCCC3)cc21,1,1%,-8,-6,8.2%,-24,-4%,-2%,6
CS(=O)(=O)c1ccc(C(=O)Nc2ccc(N3CCCCC3)cc2)c(Cl)c1,4,-4%,?,-6,-2.2%,6,-3%,1%,-1
Cc1cc(C)cc(C(=O)O/N=C(\N)c2ccc(Br)cc2)c1,2,1%,-8,4,-0.3%,12,3%,0%,0
O=C1OC(Cc2ccccn2)C(=O)C1=C1SCCS1 (centres undefined),2,-4%,nt,1,0.1%,-3,-1%,0%,-3
COc1cc(C2=NC(CO)(CO)CO2)cc(OC)c1OC,3,2%,-18,0,-0.9%,15,0%,-6%,-4
COc1ccc([N+](=O)[O-])cc1NC(=O)C(C)Sc1nc(C)c(C)c(C)n1 (centres undefined),2,-1%,5,7,0.0%,-18,-3%,3%,-1
CCOC(=O)CSc1nc2sc3c(c2c(=O)n1C1CCCCC1)CCN(C)C3,-1,0%,-3,17,4.7%,-5,-2%,-3%,-2
CCOc1cc2c3c(c1)C1(OCCO1)C(=O)N3C(C)(C)CC2C (centres undefined),2,0%,-1,-10,-0.7%,11,3%,0%,2
O=C(Nc1cnn(Cc2ccccc2)c1)c1cc2nc(-c3ccco3)cc(C(F)(F)F)n2n1,2,-9%,5,1,0.1%,0,-3%,6%,-7
COCCN1CN=C(Nc2nc3ccccc3o2)NC1,3,-1%,2,nt,2.1%,7,6%,-4%,-1
CCCOc1ccc(NC(=O)CC2C(=O)N(c3ccc(C)cc3)C(=O)N2Cc2cccc(OC)c2)cc1 (centres undefined),5,0%,1,4,2.3%,-13,-3%,1%,-3
Cc1ccc(C(=O)COC(=O)C(C)N2C(=O)C3C4C=CC(C4)C3C2=O)cc1C (centres undefined),5,0%,-1,11,-0.9%,0,0%,-2%,0
COc1ccccc1N1CCN(Cc2ccc(Br)o2)CC1,1,-5%,-13,9,-0.5%,-11,-3%,2%,-6
O=C(CCN1C(=O)C2CC=CCC2C1=O)Nc1nc(-c2ccc(F)c(F)c2)cs1 (centres undefined),14,10%,?,4,-0.1%,10,1%,-4%,nt

# Some of these compounds in order of length of the SMILES, smallest number first.
SMILES,D1 agonist,Vif-APOBEC3G blk,RXFP1 antag,D2 PAM,RXFP1 agonist,D1 antagonist,Glioma ERSR ind,Vif-A3F inh,D1 potentiator
O=C1OC(Cc2ccccn2)C(=O)C1=C1SCCS1 (centres undefined),2,-4%,nt,1,0.1%,-3,-1%,0%,-3
Cc1ccc(/C=N/NC(=O)CCSc2ccccc2)cc1,-1,-12%,3,-5,1.3%,-25,2%,-25%,-2
O=c1oc2cc([N+](=O)[O-])ccc2nc1/C=C(O)/C=C/c1ccccc1,5,nt,nt,4,-3.6%,-9,nt,nt,14

# More structures.
SMILES,D1 agonist,Vif-APOBEC3G blk,RXFP1 antag,D2 PAM,RXFP1 agonist,D1 antagonist,Glioma ERSR ind,Vif-A3F inh,D1 potentiator
COc1ccc(C)cc1NC(=O)C(=O)NCCc1sc(-c2ccc(Cl)cc2)nc1C,0,0%,-5,-4,0.4%,0,1%,0%,0
COc1ccccc1P(=O)(c1ccccc1)c1ccccc1NC(C)=O (centres undefined),4,7%,-2,2,-1.3%,7,2%,1%,-1
COC(=O)[C@@H]1C[C@@]2(O)[C@H](O)[C@H](O)[C@H](O)C[C@H]2N1Cc1ccccc1OS(=O)(=O)c1ccc(C)cc1,4,-1%,nt,13,3.6%,5,-1%,0%,-3
CN(C)c1ccc(NC(=O)C2C3C=CC(C3)C2C(=O)O)cc1 (centres undefined),1,-9%,-119*,12,-15%,1,-3%,11%,-7
CCOc1ccccc1N1CCN(C(=O)c2ccc3nc(N)sc3c2)CC1,nt,?,?,nt,nt,nt,-3%,?,nt
Cc1ccccc1N(CC(=O)NC1CCCC1)C(=O)C1(C)CC(=O)N=C2C=CC(Cl)=CN21 (centres undefined),6,0%,-10,9,11%,11,-4%,11%,nt
CC(=O)c1c(O)cc2n(c1=O)-c1ccc(Cl)cc1C2(C)C,1,-3%,-4,-11,4.1%,0,-5%,0%,1
Cc1ccc(NC(=O)COC(=O)Cc2cccs2)cc1S(=O)(=O)N1CCOCC1,5,-2%,-7,-7,-1.5%,-19,0%,?,1
O=C(Nc1ccc(S(=O)(=O)N2CCCCC2)cc1)C1CCN(C(=O)c2ccc(F)cc2)CC1,0,0%,-12,3,-0.8%,-11,-4%,-23%,-3

# Only part of the results is shown (hit frequency here may not be typical).
